Bioassay records from PubChem.
TSG101-PTAP inh = qHTS Assay for Iinhibitors of HIV-1 Budding by Blocking the Interaction of PTAP/TSG101. AID 493005, 2010. Potency, µM (doses to about 115 µM), inactives show top-dose activity change, negative = inhibition, hits mostly inhibitors. Tumor susceptibility gene 101 protein (Homo sapiens), Q99816. Fluorescence polarization, FITC-PTAP peptide / Tsg101 binding. 340,000 tested, under 10 active; active = well fitted inhibition curve with a large enough effect in the main read-out, with a control signal flat, not every such curve was filed as active; inconclusive = small, poorly fitted or top-dose-only effect, or effect the other way, or a change in a side signal; inactive = no such curve, though single readings can be large or run the other way; also: potency is read from the fitted curve at half-maximal effect; % of control where 0% means no effect
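Fluorescence polarization binding of Tsg101 binding domain (10 uM final) to FITC-labeled PTAP peptide (50 nM final) in HEPES pH 7.5 buffer with NaCl, Tween 20, EDTA, TCEP. Compounds added before peptide; binding 20 min at RT.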
PKM2 act = qHTS Assay for Activators of Human Muscle isoform 2 Pyruvate Kinase | Pyruvate kinase PKM (Homo sapiens), P14618 | purified PKM2, Kinase-Glo ATP luminescence, activation; response scale: 0% is enzyme alone, no compound | Potency, µM (top dose mostly 57.5 µM), for inactives: at the highest dose activation, most hits filed as activators | hit rate 0.34% among 260,000 | AID 1631, 2009; also: potency is read from the fitted curve at half-maximal effect; % is scaled to controls: 0 for no effect and ±100 for the full control effect; nearly all actives have a fitted effect of over 55% in size
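ATP formation by purified human PK-M2, quantified via coupled luciferase luminescence after 1 h at room temperature with 0.1 mM ADP and 0.5 mM PEP final.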
Menin-MLL TR inh = qHTS Assay for Inhibitors Targeting the Menin-MLL Interaction in MLL Related Leukemias: Competition With Texas Red Labeled MLL-derived Mutant Peptide | hit rate 0.23% among 270,000 | O00255 | Potency, µM (series often up to 61.6 µM), for inactives: at the top dose FP activity change, negative = inhibition, hits mostly inhibitors | Menin + Texas Red MLL mutant peptide, fluorescence polarization; active = well fitted inhibition curve with a large enough effect in the polarisation, with a control signal flat, not every such curve was filed as active; inconclusive = small, poorly fitted or top-dose-only effect, or effect the other way, or a change in a side signal; inactive = no such curve, though single readings can be large or run the other way; the % refers to the polarisation; also: potency is read from the fitted curve at half-maximal effect; % of control where 0% means no effect; many of its hits are not listed in these tables
GALK inhibitor = qHTS Assay for Inhibitors of Human Galactokinase (GALK); hit rate 0.007% among 270,000; Purified GALK, Kinase-Glo residual ATP luminescence; AID 1868, 2009; Potency, µM (top dose mostly 57.5 µM), for the others: at the highest dose activity change, negative = inhibition, usual class: inhibitors; P51570; also: potency is read from the fitted curve at half-maximal effect; % is scaled to controls: 0 for no effect and ±100 for the full control effect
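Quantitative HTS: GALK 5 nM, ATP 35 uM, galactose 100 uM, 1 h room temperature, then luciferase-based ATP detection.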
Tb PFK inh = qHTS Assay to Find Inhibitors of T. brucei phosphofructokinase; T. brucei PFK, ADP-Glo luminescence; hit rate 0.17% among 330,000; ATP-dependent 6-phosphofructokinase (Trypanosoma brucei brucei), O15648; Potency, µM (series often up to 57.5 µM), without a hit: at the top dose activity, negative = inhibition, hits mostly inhibitors;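 also: potency is read from the fitted curve at half-maximal effect; 0% = uninhibited 1x PFK enzyme wells and -100% = no-enzyme wells; nearly all actives have a fitted effect of over 60% in size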
Target sequence (O15648 whole entry, looked up): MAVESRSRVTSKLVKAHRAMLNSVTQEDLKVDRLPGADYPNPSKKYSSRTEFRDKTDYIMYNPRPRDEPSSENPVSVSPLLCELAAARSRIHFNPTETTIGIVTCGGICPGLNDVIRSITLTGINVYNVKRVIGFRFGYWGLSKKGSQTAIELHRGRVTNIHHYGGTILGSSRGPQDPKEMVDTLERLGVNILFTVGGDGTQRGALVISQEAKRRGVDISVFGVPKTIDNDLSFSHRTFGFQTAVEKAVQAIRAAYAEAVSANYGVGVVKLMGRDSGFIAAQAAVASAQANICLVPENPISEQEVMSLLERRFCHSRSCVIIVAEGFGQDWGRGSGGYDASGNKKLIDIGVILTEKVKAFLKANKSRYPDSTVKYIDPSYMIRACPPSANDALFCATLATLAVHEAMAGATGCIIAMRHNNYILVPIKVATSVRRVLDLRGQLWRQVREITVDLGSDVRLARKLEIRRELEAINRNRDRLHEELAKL
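Luminescent ADP detection (ADP-Glo, two-step: ATP depletion then ADP-to-ATP conversion for luciferase) reported PFK activity after 45 min room-temperature reaction of 1.25 nM enzyme with 0.5 mM F6P and 0.1 mM ATP at pH 8.0.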
BCR signal inh = qHTS Assay to Find Inhibitors of Chronic Active B-Cell Receptor Signaling; hit rate 0.05% among 340,000; ABC-DLBCL IkBa-CBG/CBR reporter, luminescence ratio, 4 h; Potency, µM (series often up to 46.1 µM), for inactives: at the highest dose ratio change, negative = lower green/red ratio, usual class: inhibitors; active = well fitted inhibition curve with a large enough effect in the signal ratio, with a control signal flat, not every such curve was filed as active; inconclusive = small, poorly fitted or top-dose-only effect, or effect the other way, or a change in a side signal; the % refers to the signal ratio;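 also: potency is read from the fitted curve at half-maximal effect; plate controls were basal doxycycline-induced cells for no effect and cells given 10 µM MG132 for full effect; MG132 reads +100%, hits lower the ratio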
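Concentration-response series (up to 46 uM) were applied to TMD8 dual-reporter cells for 4 h at 37C with doxycycline. Green/red ratio, after filter-overlap correction, defined %Activity; red signal alone was normalised to basal cells and zero luminescence.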
a7 integrin act = qHTS for Activators of Integrin-Mediated Alleviation for Muscular Dystrophy; alpha7betagal myoblasts, beta-gal FDG fluorescence, 48 h; Potency, µM (series often up to 38.3 µM), for inactives: at the highest dose activation, actives largely listed as activators; hit rate 0.064% among 350,000; AID 624291, 2012;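 also: potency is read from the fitted curve at half-maximal effect; 100% = response of the positive control SU9516; nearly all actives have a fitted effect of over 60% in size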
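Alpha7betagal+/- myoblasts (passage 13) were plated 16-24 hr, then exposed to compounds (1:260 dilution of DMSO stock) for 48 hours at 37C. After MPER lysis, β-galactosidase reporter activity was read as FDG fluorescence (ex 480/em 540) after 30 minutes.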
B2AR arrestin = qHTS assay of beta-arrestin-biased ligands of beta2-adrenergic receptor; hit rate 0.02% among 330,000; Potency, µM (highest dose often 46.1 µM), for the others: at the top dose activation, actives largely listed as activators; AID 492947, 2010; beta-arrestin recruitment to beta2AR, cell-based reporter; Beta-2 adrenergic receptor (Homo sapiens), P07550;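 also: potency is read from the fitted curve at half-maximal effect; 0% = DMSO controls and full agonism = EC100 isoproterenol or metaproterenol; nearly all actives have a fitted effect of over 65% in size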
Coupling enz = qHTS Assay for Inhibitors of Fructose-1,6-bisphosphate Aldolase from Giardia Lamblia: Coupling assay counterscreen. activity change, negative = inhibition, % at 58.2 µM, hits read low. coupling enzyme system counterscreen, AmpLite Red fluorescence. hit rate 0.67% among 290,000. AID 2472, 2010; in the data active = activity change below about -30%; also: % is scaled to controls: 0 for no effect and ±100 for the full control effect
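Counterscreen lacking aldolase: glyceraldehyde-3-phosphate coupling-enzyme reagent preincubated 10 min at RT with compound (at 57.5 uM final), then substrate/coupling system with AmpLite Red added; fluorescence read at 525/598 nm after 20 min RT.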
Giardia kill = Small Molecules that selectively kill Giardia lamblia: qHTS | Giardia lamblia trophozoite viability | activity change, % at 7.66 µM, hits read low | hit rate 0.15% among 340,000 | AID 540267, 2011; in the data active = activity change below about -80%; inconclusive = between about -30% and that limit;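 also: parasites exposed to compound for two days anaerobically before the ATP read; % is scaled to controls: 0 for no effect and ±100 for the full control effect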
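Luminescent ATP signal served as the viability read-out, measured 15-30 min after adding ATP detection reagent to trophozoites that had been incubated with compounds for 48 hrs at 37 deg C anaerobically at 100 cells/well.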
S-ASM inh = Inhibitors of Secretory Acid Sphingomyelinase (S-ASM): qHTS; Sphingomyelin phosphodiesterase (Homo sapiens), P17405; Potency, µM (top dose mostly 57.5 µM), for the others: at the top dose activity change, negative = inhibition, actives largely listed as inhibitors; placental ASM, HMU-PC fluorogenic substrate, 60 min; hit rate 0.006% among 340,000; AID 504937, 2011; also: potency is read from the fitted curve at half-maximal effect
Target sequence (P17405 47-631 limits assumed): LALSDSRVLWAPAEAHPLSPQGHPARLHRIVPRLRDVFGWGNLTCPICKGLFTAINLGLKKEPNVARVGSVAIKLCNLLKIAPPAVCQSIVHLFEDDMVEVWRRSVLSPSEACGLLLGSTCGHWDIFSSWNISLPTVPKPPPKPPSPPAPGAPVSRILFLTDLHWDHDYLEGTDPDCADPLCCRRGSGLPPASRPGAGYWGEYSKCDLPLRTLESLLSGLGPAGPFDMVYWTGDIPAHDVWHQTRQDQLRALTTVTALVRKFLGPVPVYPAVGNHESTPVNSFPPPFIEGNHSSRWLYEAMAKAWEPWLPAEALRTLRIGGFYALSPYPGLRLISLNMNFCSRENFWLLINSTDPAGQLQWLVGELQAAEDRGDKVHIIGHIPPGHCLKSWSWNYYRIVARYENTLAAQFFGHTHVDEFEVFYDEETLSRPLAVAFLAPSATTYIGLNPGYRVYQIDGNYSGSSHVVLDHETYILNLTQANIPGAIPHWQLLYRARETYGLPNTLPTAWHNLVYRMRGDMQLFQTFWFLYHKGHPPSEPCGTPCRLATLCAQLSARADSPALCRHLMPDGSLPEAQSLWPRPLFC
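Human placenta-derived ASM preincubated with compound 10 min at room temperature, then reacted with 9 uM (final) fluorogenic HMU-PC substrate for 60 min at 37 C. Stop solution raises pH to 10; fluorescence read at Ex 386/Em 447 nm.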
Starred values were filed as active, the others as inactive; ? = inconclusive; · = no result given; & = joins results of further samples; [ ] = another dose, or the depositor's remark. Unless noted, calls follow the shape of the dose curve; as a rule, active = well fitted curve in the direction sought with a large enough effect; inconclusive = small, poorly fitted or top-dose-only effect, or another doubt; inactive = no such curve, though single readings can be large; an effect the other way counts as inactive or inconclusive. A portion of the library; the hit share may differ from the screen's.

SMILES	TSG101-PTAP inh	PKM2 act	Menin-MLL TR inh	GALK inhibitor	Tb PFK inh	BCR signal inh	a7 integrin act	B2AR arrestin	Coupling enz	Giardia kill	S-ASM inh
COC(=O)c1c(C)[nH]c(C(=O)OC(C)C(=O)N(C)C2CCCCC2)c1C (stereo not drawn)	-3%	·	·	·	-2%	?	12%	0.0%	·	-20	·
COc1ccc(NC(=O)CSc2nccn2-c2ccccc2)cc1	-2%	5%	5%	1%	2%	-2%	-6%	0.7%	5	0	-2%
COc1ccc(NC(=S)N2CCC(NC(=O)c3cccc(C)c3)CC2)cc1	0%	·	·	-4%	2%	?	-23%	-0.4%	1	-3	1%
COc1cc(NC(=O)c2cc(S(=O)(=O)N3CCCCC3)c[nH]2)cc(OC)c1	0%	1%	-2%	·	-1%	1%	-10%	0.0%	-3	?	-1%
CN(Cc1ccccc1)C(=O)COC(=O)COc1ccc(Cl)cc1	1%	·	·	·	-2%	2%	19%	-1.1%	·	-3	2%
CC(=O)Nc1ccc(S(=O)(=O)NCc2nc(-c3cccc(C)c3)no2)cc1	2%	·	·	5%	-1%	-7%	8%	0.3%	·	16	42%[activator]
CCOC(=O)Cn1c(=O)oc2cc(S(=O)(=O)NCc3cccs3)ccc21	-2%	-1%	6%	4%	1%	18%	13%	0.2%	4	-4	5%
CCNc1nc(CN2CCOCC2)nc2sc3c(c12)CCC3	-2%	-2%	1%	-3%	1%	?	-14%	0.2%	-2	-1	20%
CSc1ccccc1NC(=O)CN(C)C(=O)COc1cccc2cccnc12	-5%	·	·	·	0%	?	-11%	2.7%	·	13	-2%
CCCCNC(=O)C1CCC(CNc2nc(=S)[nH]c3ccccc23)CC1 (stereo not drawn)	1%	0%	?	-2%	-3%	-2%	11%	-0.3%	-4	1	0%
CC(C)CCNC(=O)c1cn(CC(C)C)c(=O)c2c1c1ccccc1n2C	-3%	·	12%	-2%	1%	2%	-13%	-0.5%	2	6	5%
COc1ccc(/C(N)=N/OC(=O)c2ccco2)cc1OC	-2%	4%	11%	-1%	0%	-3%	-25%	0.3%	1	-5	1%
CCCOc1ccc(N2C(=O)CC(NCc3ccncc3)C2=O)cc1 (stereo not drawn)	-2%	-3%	-10%	5%	-2%	?	-20%	0.3%	2	?	1%
COc1ccc(OC)c(S(=O)(=O)N/N=C\c2cn(CC(N)=O)c3ccccc23)c1	-1%	0%	·	1%	-1%	-7%	-16%	0.4%	·	-9	-5%
O=C(O)c1ccc(/C=N/NC(=O)c2cc(-c3cccs3)nc3ccccc23)cc1	-2%	2%	7%	-4%	13%	0%	-16%	0.3%	3	-8	27%
NC(=O)CCn1c(C(=O)c2cc(Cl)c(N)c(Cl)c2)c2ccccc2[n+]1[O-]	-2%	-9%	9%	·	-2%	?	20%	0.5%	0	10	-15%
COC(=O)/C=C1\S/C(=N/NC(=O)c2ccccc2)NC1=O	-4%	-1%	·	0%	2%	?	-7%	0.1%	0	-18	-5%
O=C(NCCN1CCOCC1)c1ccc(/C=C2\Sc3ccccc3N(Cc3ccc(F)cc3)C2=O)cc1	-7%	·	-8%	1%	1%	?	-20%	-0.4%	0	8	-22%
CCOC(=O)c1c(-c2ccc(C)o2)csc1NC(=S)NC(=O)N(C)C	-3%	?	?	4%	-2%	?	-46%[inhibitor]	0.0%	1	-1	-12%
Cc1ccc(N=C(N)N=C(N)N)cc1	-1%	-8%	·	7%	-8%	-1%	15%	-0.5%	0	-11	6%
N#CCCn1cc(C(=O)O)c(-c2cccs2)n1	-8%	3%	2%	-3%	2%	-4%	13%	0.1%	-4	-23	-2%
O=C(Nc1cnccn1)c1ccc(Cl)cc1	-6%	·	23%	-2%	-2%	-2%	-2%	?	5	3	16%
COc1ccc(C(CNC(=O)c2ccccc2C)N2CCCC2)cc1 (stereo not drawn)	-3%	-4%	0%	0%	4%	?	0%	-0.1%	0	8	-3%
Oc1c(Br)cc(/C=N/NC(=S)NCC2CCCO2)cc1Br (stereo not drawn)	-1%	3%	·	-5%	3%	0%	-21%	-0.5%	0	13	31%
CC(NC(=O)Cn1nnc(-c2ccncc2)n1)c1ccccc1 (stereo not drawn)	·	?	2%	0%	0%	4%	·	-0.3%	0	·	·

Some of these compounds in order of count of non-hydrogen atoms, high to low:
SMILES	TSG101-PTAP inh	PKM2 act	Menin-MLL TR inh	GALK inhibitor	Tb PFK inh	BCR signal inh	a7 integrin act	B2AR arrestin	Coupling enz	Giardia kill	S-ASM inh
O=C(O)c1ccc(/C=N/NC(=O)c2cc(-c3cccs3)nc3ccccc23)cc1	-2%	2%	7%	-4%	13%	0%	-16%	0.3%	3	-8	27%
CC(C)CCNC(=O)c1cn(CC(C)C)c(=O)c2c1c1ccccc1n2C	-3%	·	12%	-2%	1%	2%	-13%	-0.5%	2	6	5%
CCNc1nc(CN2CCOCC2)nc2sc3c(c12)CCC3	-2%	-2%	1%	-3%	1%	?	-14%	0.2%	-2	-1	20%

(more compounds)
SMILES	TSG101-PTAP inh	PKM2 act	Menin-MLL TR inh	GALK inhibitor	Tb PFK inh	BCR signal inh	a7 integrin act	B2AR arrestin	Coupling enz	Giardia kill	S-ASM inh
CCC(CC)c1nc2cc(OC)c(OC)cc2c(=O)o1	-3%	1%	20%	0%	-3%	3%	15%	0.0%	-7	1	6%
CC1=C(C(=O)OCc2ccccc2)C(c2cccc(F)c2)NC(=O)N1 (stereo not drawn)	1%	?	-14%	2%	3%	-5%	-15%	-1.1%	6	-1	-5%
N#Cc1ccc(C23CC4(C2)[C@H](CN(Cc2ccc(C(F)(F)F)cc2)[C@@H]4c2ccccc2)C3c2ccc(C(F)(F)F)cc2)cc1 (stereo partly drawn)	-2%	6%&7%	18%	-2%	-6%	0%	-1%	-0.6%	1&1	13	0%
Cc1ccc(C)c(NS(=O)(=O)c2cc(C(=O)NCC3CCCO3)ccc2C)c1 (stereo not drawn)	1%	0%	·	0%	0%	-3%	15%	-0.6%	·	-12	-2%
CCCn1c(SCC(=O)Nc2ccc(S(=O)(=O)N(C)C)cc2)n[nH]c1=O	-2%	10%	-9%	13%	0%	0%	?	0.3%	-5	4	1%
COc1cc(C)c(C(=O)Oc2cc(C)c(C(=O)O)c(O)c2C)c(O)c1C(=O)O	-5%	·	·	·	-2%	-3%	-3%	0.0%	·	-2	11%
CCOC(=O)Cc1csc(N/N=C/c2cccc([N+](=O)[O-])c2)n1	6%	-4%	?	13%	9%	-15%	10%	-0.3%	-2	29	1%
COc1cc(OC)cc(C(=O)N2CCN(C(=O)COc3ccc4ccccc4c3)CC2)c1	-12%	15%	0%	-1%	-6%	-23%	-24%	0.2%	-13	-5	-1%
Cc1cccc(C)c1NC(=O)C1(NC(=O)c2cnccn2)CCCCC1	-6%	-4%	-1%[11.7 µM]	2%	3%	5%	18%	-0.5%	-2	-23	3%
NS(=O)(=O)c1ccc(NC(=O)COC(=O)CCNC(=O)NC23CC4CC(CC(C4)C2)C3)cc1	-4%	-1%	12%	0%	4%	2%	2%	-0.3%	0	14	0%
O=C(c1cc(COc2ccc(F)cc2Cl)on1)N1CCc2ccccc2C1	-5%	0%	2%	9%	-6%	?	9%	-0.8%	0	-28	-1%
NC(=O)c1nsc(C(=O)N(c2ccccc2)C(C(=O)NC2CCCCC2)c2ccc(O)cc2)c1N (stereo not drawn)	-1%	·	51%[activator]	-1%	-1%	10%	-9%	-0.4%	1	-22	221%[activator]
